Assay outcomes as filed in PubChem BioAssay.
Vif-A3G inh = qHTS for Inhibitors of Vif-A3G Interactions: qHTS | HeLa A3G-eYFP + Vif (tagged APOBEC3G with the HIV-1 protein that degrades it), YFP fluorescence, overnight | Potency, µM (titrated, usually from 46.1 µM), for the others: at the top dose activity, negative = active, hits mostly inhibitors | 410,000 tested, 0.076% active;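 note: potency is the fitted concentration of half-maximal effect; % is set by controls: 0 for no effect and ±100 for the full control effect; nearly all actives have a fitted effect of over 60% in size; hits raise eYFP signal because A3G escapes Vif-driven loss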
Target sequence (Q9HC16 whole entry, looked up): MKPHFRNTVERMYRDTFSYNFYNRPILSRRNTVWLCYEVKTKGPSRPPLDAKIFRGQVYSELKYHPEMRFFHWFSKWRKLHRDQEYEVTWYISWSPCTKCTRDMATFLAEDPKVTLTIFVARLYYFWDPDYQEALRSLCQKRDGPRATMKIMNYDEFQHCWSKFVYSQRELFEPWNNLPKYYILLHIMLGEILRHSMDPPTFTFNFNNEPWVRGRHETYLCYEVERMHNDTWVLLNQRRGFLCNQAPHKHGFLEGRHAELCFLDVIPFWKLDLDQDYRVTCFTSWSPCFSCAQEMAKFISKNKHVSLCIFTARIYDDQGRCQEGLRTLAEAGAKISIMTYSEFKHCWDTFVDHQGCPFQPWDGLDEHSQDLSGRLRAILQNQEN
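Read-out is eYFP fluorescence (Ex 488/Em 500-530) from Vif-expressing HeLa A3G-eYFP cells; more signal means A3G escaped Vif-mediated degradation. Cells plated overnight, compound pinned in, incubated overnight at 37 deg C.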
LDHA inh = qHTS assay for inhibitors of human lactate dehydrogenase; L-lactate dehydrogenase A chain (Homo sapiens), P00338; purified LDHA, NADH/diaphorase-resazurin fluorescence; hits give low values; activity change, % (values are at about 110 or 230 µM); 480,000 tested, 0.15% active; AID 1347041, 2019; in the data active = activity change below about -30%; inconclusive = mostly about -25% to -30%;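 note: plate controls were DMSO wells for no effect and wells without enzyme for full effect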
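Remaining NADH was detected by diaphorase (0.133 mg/mL) converting 37 µM resazurin to fluorescent resorufin, read at 0 and 20 minutes. The preceding 5-minute room-temperature reaction used 2 nM LDHA, 0.2 mM sodium pyruvate and 0.06 mM NADH at pH 7.4.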
GRP78 ERSR act = qHTS for Inducers of the Endoplasmic Reticulum Stress Response (ERSR) in Human Glioma: qHTS | U87-MG GRP78 promoter luciferase reporter, 16 h | Potency, µM, for inactives: at the highest dose activation, hits mostly activators | 420,000 tested, 0.02% active | AID 602332, 2012; note: potency is the fitted concentration of half-maximal effect; series mostly up to about 76 µM; % of control where 0% means no effect; nearly all actives have a fitted effect of over 35% in size
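Stably transfected U87-MG glioma cells carrying a GRP78-based luciferase sensor; 16 h compound incubation. Luminescence end-point read 10 min after Bright-Glo addition at room temperature.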
An asterisk follows results filed as active; ? = inconclusive. Unless noted, calls come from the whole dose curve; as a rule, active = well fitted curve in the direction sought with a large enough effect; inconclusive = small, poorly fitted or top-dose-only effect, or another doubt; inactive = no such curve, though single readings can be large; an effect the other way counts as inactive or inconclusive. Not all compounds are listed; rates above refer to the full screens.

canonical_smiles | Vif-A3G inh | LDHA inh | GRP78 ERSR act
CC1(c2nc3ccccc3[nH]2)CCC(=O)N1Cc1ccc(F)cc1 (stereo not drawn) | -6% | -6 | -1%
CCCNC(=O)C1(C)CCN(C(=O)c2cccc(OC(F)(F)F)c2)C1 (stereo not drawn) | 1% | -10 | -1%
CC1=C(C(=O)N(C(C)C)C(C)C)CC(CC(=O)NCc2cccc3ccccc23)C(=O)N1Cc1ccccc1 (stereo not drawn) | -4% | -2 | -4%
Cc1cccc(CN2CCN([C@@H]3CS(=O)(=O)N[C@H]3COCc3ccccc3)CC2)c1 | -2% | -4 | -3%
CN(C)c1ccc(/C=C/c2ccnc3ccc(O)cc23)cc1 | -12% | -1 | -3%
Cc1cc(/C=C2\C=Cc3ccccc32)cc(C)c1N | -14% | 2 | 2%
CNc1cccc(-c2cccc(O)c2)n1 | -2% | -7 | 1%
Cc1noc(C)c1S(=O)(=O)Nc1ccc2c(c1)C(=O)N([C@H](C)CO)C[C@H](C)[C@H](CN(C)S(=O)(=O)c1ccc(Cl)cc1)OCCCC[C@@H](C)O2 | 0% | -7 | 0%
OC1CCC(Nc2ccn3nc(-c4cccc(Cl)c4)cc3n2)CC1 (stereo not drawn) | -13% | -4 | -5%
COc1cc(NC(=O)Nc2nc(C(N)CCc3ccccc3)cs2)cc(OC)c1OC (stereo not drawn) | -7% | -3 | -7%
COCCN1C[C@@H](CO)O[C@@H](n2cnc3c(NC(C)C)ncnc32)C1 | -2% | -3 | 9%
Cc1ccc(C(O)c2ncc(-c3cccc(C(F)(F)F)c3)[nH]2)cc1 (stereo not drawn) | -9% | -8 | -4%
COc1ccc(NC(=O)C2(C)Cc3c(-c4ccc(C(N)=O)cc4)ccnc3O2)cc1OC (stereo not drawn) | 0% | -11 | -2%
COc1ccc(-c2cc3c(c4c2ccn4C)C2CCC3O2)cn1 (stereo not drawn) | 0% | 7 | -2%
CCOC(=O)C1(C)CCCN(C(=O)COc2ccccc2)C1 (stereo not drawn) | -5% | -5 | -3%
CCCC(=O)N1CCC1(C)C(=O)NS(=O)(=O)c1ccccc1 (stereo not drawn) | -1% | -9 | 1%
COc1cc2c(NC3CCN(C)CC3)nc(N3CCCN(C)CC3)nc2cc1OCC1CCNCC1 | -2% | 11 | -5%
CCCNC(=O)C1(C)CCN(CCOc2ccc(Cl)cc2)C1 (stereo not drawn) | -3% | -1 | -2%
CCCCCNc1ncnc2c(C)[nH]nc12 | 6% | -3 | 4%
CC1C(=O)N(Cc2cn(Cc3ccco3)nn2)CCS(=O)(=O)N1Cc1ccc(-c2ccccc2C(F)(F)F)cc1 (stereo not drawn) | -5% | -11 | -1%
CC(O)(c1cccc(F)c1)c1nc(-c2ccc3ccccc3c2)cs1 (stereo not drawn) | -11% | -5 | -1%
COc1ccc(C(=O)N2CCCC(c3cc(C(=O)NCc4ccccc4)no3)C2)cc1 (stereo not drawn) | -3% | -2 | -3%
S=c1[nH]c(=S)c2n[nH]nc2[nH]1 | 4% | 6 | -1%
COc1ccc(Br)c(Cn2c(C)c(C(=O)NCc3ccc4c(c3)OCCO4)sc2=O)c1 | 0% | 3 | -2%
Cc1cc2ccccc2c[n+]1C | 1% | -11 | -2%
COc1ccccc1-c1cc(NC=O)c2ncc(-c3cccc(C(F)(F)F)c3)n2c1 | ? | -1 | 1%
COc1cccc(-c2cc3nc(NCc4ccccc4OC)n(C)c(=O)c3s2)c1 | -9% | -4 | -6%
CCOC(=O)C1(C)CCCN(C(=O)c2c(-c3ccccc3)noc2C)C1 (stereo not drawn) | -2% | -10 | -2%
Cc1ccc(S(=O)(=O)Nc2ccc3c(c2)C(=O)N([C@@H](C)CO)C[C@@H](C)[C@@H](CN(C)C(=O)NC(C)C)OCCCC[C@H](C)O3)cc1 | 2% | -10 | -2%
Cc1ccc(F)c(S(=O)(=O)NC(=O)C2(C)CCN2C(=O)CCc2cccs2)c1 (stereo not drawn) | 0% | -7 | -1%
CCOC(=O)C1(C)CCCN(C(=O)c2ccc(C)c(F)c2)C1 (stereo not drawn) | -1% | -2 | -3%
Nc1nc2c(ncn2[C@@H]2O[C@H](CNC(=O)[C@H](N)Cc3ccccc3)[C@@H](O)[C@H]2O)c(=O)[nH]1 | 3% | -10 | -2%
CCc1nc2ccc(C(=O)Nc3cc(-c4ccccc4)ccc3OC)cn2c1N(CCN(C)C)CC1CC1 | 5% | -1 | -10%
COCCCN1C(=O)C(CC(=O)NCC2CCCCC2)CC(C(=O)N(C(C)C)C(C)C)=C1C (stereo not drawn) | -1% | -1 | 1%
CN1OC[C@@H]2CN(C(=O)Nc3ccccc3)[C@H](c3ccc(N4CCCCC4)cc3)C[C@@H]21 | -6% | -1 | -3%
COc1ccc(C2=Nc3ccccc3NC(=O)C2N(C(=O)c2cnc(C)cn2)c2ccc(N3CCOCC3)cc2)cc1 (stereo not drawn) | -3% | 2 | 1%
CCCCn1nnnc1C(c1ccccc1)N1CCN(C/C=C/c2ccccc2)CC1 (stereo not drawn) | -5% | -1 | -1%
COC(=O)C1CCN(C2CN(Cc3ccccc3)S(=O)(=O)C2)CC1 (stereo not drawn) | 3% | -12 | -3%
COc1ccccc1-c1csc(C(C)(O)c2cccc(F)c2)n1 (stereo not drawn) | -5% | -10 | -2%
OCCCNc1ncnc2c1ncn2[C@H]1CN(Cc2ccc3c(c2)OCO3)C[C@@H](CO)O1 | 0% | 4 | -2%

Four structures already listed, arranged by molar mass, descending:
canonical_smiles | Vif-A3G inh | LDHA inh | GRP78 ERSR act
COc1ccc(C2=Nc3ccccc3NC(=O)C2N(C(=O)c2cnc(C)cn2)c2ccc(N3CCOCC3)cc2)cc1 (stereo not drawn) | -3% | 2 | 1%
CN1OC[C@@H]2CN(C(=O)Nc3ccccc3)[C@H](c3ccc(N4CCCCC4)cc3)C[C@@H]21 | -6% | -1 | -3%
CCCCn1nnnc1C(c1ccccc1)N1CCN(C/C=C/c2ccccc2)CC1 (stereo not drawn) | -5% | -1 | -1%
COC(=O)C1CCN(C2CN(Cc3ccccc3)S(=O)(=O)C2)CC1 (stereo not drawn) | 3% | -12 | -3%

(list continues)
canonical_smiles | Vif-A3G inh | LDHA inh | GRP78 ERSR act
O=C(NCc1cccnc1)C1Cc2c(-c3ccc(Cl)cc3)ccnc2O1 (stereo not drawn) | ? | -3 | -2%
O=C(Nc1ccccc1Cl)c1cc(C2CCCN(C(=O)CCc3ccccc3)C2)on1 (stereo not drawn) | 3% | -2 | 1%
CC(=O)c1cccc(NC(=O)C2Cc3c(-c4ccc(Cl)cc4)ccnc3O2)c1 (stereo not drawn) | -1% | -6 | -2%
COc1cccc(CNc2nc3cc(-c4cccc(Cl)c4)sc3c(=O)n2C)c1 | 3% | -2 | 0%
CCOC(=O)C1=C[C@@H](CC)N(S(=O)(=O)c2ccc(C)cc2)[C@H]1c1cccc(Cl)c1 | -4% | -2 | -4%
C#CCNC(=O)c1csc([C@@H]2O[C@H](CO)[C@@H](O)[C@H]2O)n1 | 0% | -2 | -4%
CCOC(=O)C1(C)CCCN1C(=O)c1ccc(OC)c(OC)c1 (stereo not drawn) | 1% | -2 | -2%
COc1ccc(C2Nc3ccccc3C(=O)N2c2cccc3ccccc23)cc1COc1c(C)cccc1C (stereo not drawn) | -2% | 2 | 3%
COc1cccc(CN2CCC(C(=O)NC(C)c3cccc4ccccc34)CC2)c1 (stereo not drawn) | 2% | -8 | -3%
O=C(Nc1ccccc1)c1cc(C2CCCN(C(=O)CCc3ccccc3)C2)on1 (stereo not drawn) | -2% | -2 | -2%
CN(N=O)c1ccc(C=C2c3ccccc3-c3ccccc32)cc1 | -2% | -6 | -5%
COCCNC(=O)C1(C)CCCN(Cc2cc3ccccc3o2)C1 (stereo not drawn) | 0% | 3 | -2%
COc1ccc(Br)c(Cn2c(C)c(C(=O)NCc3cccc([N+](=O)[O-])c3)sc2=O)c1 | 2% | -2 | -1%
CC(=O)Nc1ccc(CN2CCC2(C)C(=O)NC2CCN(Cc3ccccc3)CC2)cc1 (stereo not drawn) | -1% | 2 | -2%
Cn1nc(-c2cccnc2)nc2c(=O)n(C)c(=O)nc1-2 | -17% | 20 | -9%
COc1cc(-c2cnc3c(NC=O)cc(-c4cccc(C(=O)NCCN(C)C)c4)cn23)cc(OC)c1OC | -3% | -3 | 1%

Grouped by structure, those above with a furan ring, fused or not (two)
canonical_smiles | Vif-A3G inh | LDHA inh | GRP78 ERSR act
CC1C(=O)N(Cc2cn(Cc3ccco3)nn2)CCS(=O)(=O)N1Cc1ccc(-c2ccccc2C(F)(F)F)cc1 (stereo not drawn) | -5% | -11 | -1%
COCCNC(=O)C1(C)CCCN(Cc2cc3ccccc3o2)C1 (stereo not drawn) | 0% | 3 | -2%

(cont.)
canonical_smiles | Vif-A3G inh | LDHA inh | GRP78 ERSR act
Cc1cc(C(=O)N2CCC2(C)C(=O)O)c(C)o1 (stereo not drawn) | -1% | -2 | -3%
CC1(C(=O)NS(=O)(=O)C2CC2)CCN(C(=O)c2ccc(F)c(Cl)c2)C1 (stereo not drawn) | -2% | -6 | -1%
O=C(NC(c1ccc(F)cc1)c1ccc2ccccc2n1)C1CCN(Cc2cccc(C(F)(F)F)c2)CC1 (stereo not drawn) | -6% | -4 | ?
C[N+]1(CC(=O)c2cccs2)CCOCC1 | 2% | -10 | 0%
Cc1cc(C(O)c2ncc(-c3cccc4ccccc34)[nH]2)ccc1F (stereo not drawn) | -27% | -7 | -4%
CC(C)c1ccc(NC(=O)Nc2nc(C(N)C(C)C)cs2)cc1 (stereo not drawn) | ? | -14 | -10%
Cn1c(NCc2ccccc2F)nc2cc(-c3ccsc3)sc2c1=O | -15% | -12 | 2%
Cn1ccc2c(-c3cccc4ccccc34)cc3c(c21)C1CCC3C1 (stereo not drawn) | 0% | 0 | -3%
CSc1ccc(C(O)c2ncc(-c3ccccc3F)[nH]2)cc1 (stereo not drawn) | -3% | -5 | 0%
O=C(Nc1ccc(F)c(Cl)c1)c1ccc2sc([C@H]3C[C@H](O)[C@@H](CO)O3)nc2c1 | -16% | 2 | 0%
CN(CCc1ccccc1)c1cc2c(c3c1ccn3C)C1CCC2C1 (stereo not drawn) | -2% | 9 | -1%
CC(C)NC(=O)COC(=O)CNC(=O)C1CCCCC1 | 2% | -3 | 0%
CC(=O)NCCNc1nc2cc(-c3ccc4c(ccn4C)c3)sc2c(=O)n1C | -3% | -7 | 1%
COc1cccc(-c2cnc3c(NC=O)cc(-c4ccoc4)cn23)c1 | ? | 6 | 2%
OC(c1cccc(CN2CCCCC2)c1)c1ncc(-c2cccc(C(F)(F)F)c2)[nH]1 (stereo not drawn) | 3% | -9 | -4%
CCCCN(C=O)c1c(CC)nc2ccc(C(=O)NCCN(C)C)cn12 | -1% | -9 | -1%
O=C(NCc1cccs1)c1ccc2sc(COCCO)nc2c1 | -5% | 3 | -1%
CCOc1ccc(-c2cc(C(=O)NC3CCCCC3)[nH]n2)c(C)c1 | 1% | -6 | 3%
OC[C@@H]1CN(Cc2ccc(F)cc2)C[C@H](n2cnc3c(NCc4ccncc4)ncnc32)O1 | -4% | -2 | 4%
CSCCC(c1nnnn1Cc1ccccc1)N1CCN(C/C=C/c2ccccc2)CC1 (stereo not drawn) | -1% | -11 | -2%
O=C(NCc1ccccc1)c1cccc2c(-c3cccnc3)coc12 | -13% | 0 | 1%
Cc1ccc(S(=O)(=O)N2C[C@H]3[C@H]4C(=O)N(c5ccccc5)C(=O)[C@H]4CC(=O)[C@H]3[C@@H]2c2ccc(Cl)cc2)cc1 | -3% | -3 | -2%
CCC(=O)N1CCCC(C)(C(=O)Nc2ccc(OC(F)F)cc2)C1 (stereo not drawn) | 0% | 2 | -2%
Nc1ncnc2c1[nH]c(=S)n2C1OC(CO)C(O)C1O (stereo not drawn) | 3% | 7 | -3%
COc1ccc(C(=O)N2CCCCC2c2cc(C(=O)Nc3cccc(C#N)c3)no2)cc1 (stereo not drawn) | -3% | -5 | -2%
COc1ccc(CC(N)c2csc(Nc3cc(NCCCO)ncn3)n2)cc1 (stereo not drawn) | -4% | 0 | -5%
C(=C\c1c[nH]c2ccccc12)/c1ccc2ccccc2n1 | ? | 2 | -9%
CN(C)/[N+]([O-])=N\Oc1cc(OC(=O)c2ccc(N)cc2)c([N+](=O)[O-])cc1[N+](=O)[O-] | -3% | 9 | 0%
CC1(C(=O)NS(=O)(=O)c2cccc(F)c2)CCN1C(=O)CCc1ccc(Cl)cc1Cl (stereo not drawn) | -3% | -1 | -3%
O=[N+]([O-])c1ccc2c(c1)C=C/C2=C\c1ccc(C=S)cc1 | 0% | 3 | 2%
NC(=O)/C(=C/c1ccco1)NC(=O)c1ccc(Br)o1 | -1% | 9 | -3%
CCC(CC)C(=O)N(C)c1c(C)nc2c(OCc3cccc(Cl)c3)cccn12 | -12% | 4 | -4%
